CTSL1 counter: Fasciola hepatica cathepsin L1 inhibitors, primary screen, counter-screen for PFM18AAP inhibitor project, biochemical, QFRET, fluorogenic peptide substrate; recombinant F. hepatica cathepsin L1, Z-Leu-Arg-MCA fluorescence; inhibition, % at 5.96 µM; 300,000 tested, 0.49% active;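 active = inhibition above the mean of all tested compounds plus 3 SD, set per screening campaign, cut at about 17% in these data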;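 note: 0% = plate median of test compound wells and 100% = 1 µM Z-Phe-Ala-diazomethylketone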
PREPL inh: PREPL enzyme inhibitors, primary screen, biochemical, fluorescence polarization. 320,000 tested, 0.68% active. inhibition, % at 5.96 µM. AID 2751, 2010. recombinant PREPL, fluorescence polarization activity-based probe; in the data active = inhibition above about 43%;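 note: 0% = enzyme with DMSO and 100% = wells lacking enzyme; many of its hits are not listed in these tables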
TPT1 inhibitor: Candida albicans TPT1 enzyme inhibitors, primary screen, biochemical, fluorescence polarization | tRNA 2'-phosphotransferase TPT1 (Candida albicans SC5314) | recombinant caTPT1, FP RNA substrate dephosphorylation | inhibition, % at 5 µM | 300,000 tested, 0.81% active | AID 1962, 2009;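 active = inhibition above the mean of all tested compounds plus 3 SD, set per screening campaign, cut at about 24% in these data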;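 note: plate controls were DMSO alone for no effect and ferristatin control at 100 nM for full effect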
PP5 primary: PP5 phosphatase inhibitors, primary screen, biochemical, fluorescence; Serine/threonine-protein phosphatase 5 (Homo sapiens), P53041; purified PP5c, OMFP substrate fluorescence; inhibition, % at 6.7 µM; 320,000 tested, 0.18% active;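 active = inhibition above the campaign's mean inhibition across all tested compounds plus 3 SD, cut at about 9.5% in these data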;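 note: 0% = DMSO only and 100% = 100 µM cantharidin control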
Target sequence (P53041 whole entry, looked up): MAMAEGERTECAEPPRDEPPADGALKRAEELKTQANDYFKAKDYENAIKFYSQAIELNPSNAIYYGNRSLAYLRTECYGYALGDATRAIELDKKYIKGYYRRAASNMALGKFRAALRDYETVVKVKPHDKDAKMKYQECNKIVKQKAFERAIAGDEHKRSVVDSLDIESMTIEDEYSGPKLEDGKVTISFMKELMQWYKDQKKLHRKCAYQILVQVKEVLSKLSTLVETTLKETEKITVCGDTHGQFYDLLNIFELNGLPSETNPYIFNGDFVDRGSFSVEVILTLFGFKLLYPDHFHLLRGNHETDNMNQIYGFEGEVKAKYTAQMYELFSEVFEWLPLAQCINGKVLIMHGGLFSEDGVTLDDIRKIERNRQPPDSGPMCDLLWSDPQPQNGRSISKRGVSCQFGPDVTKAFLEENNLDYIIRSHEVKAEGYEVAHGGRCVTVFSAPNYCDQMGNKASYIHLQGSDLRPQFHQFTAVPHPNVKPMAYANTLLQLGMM
EBNA-1 inh: EBNA-1 DNA-binding inhibitors, primary screen, biochemical, fluorescence polarization. inhibition, % at 14.8 µM. 300,000 tested, 0.34% active. AID 1950, 2009; in the data active = inhibition above about 28%
core dimer inh: inhibitors of HCV core protein dimerization, primary screen, biochemical, TR-FRET, high-throughput | inhibition, % at 5 µM | TR-FRET GST/Flag-core106 dimerization, 1536-well | 300,000 tested, 0.33% active;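 active = inhibition above the mean of all tested compounds plus 3 SD, set per screening campaign, cut at about 45% in these data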
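System: GST-tagged and Flag-tagged HCV core protein residues 1-106 / Input: core106 proteins, GST 13.5 nM and Flag 17 nM / Buffer or medium: KF-containing HEPES buffer, pH 7.45, DTT, CHAPS, BSA / Probe or stimulus: Eu-anti-GST and XL665-anti-Flag labelled anti-tag antibodies / Schedule: 4 h, 22.5 °C incubation / Technique: TR-FRET 671 and 617 nm emission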
PP1 counter: PP1-alpha phosphatase inhibitors, primary screen, counter-screen for PP5 inhibitor project, biochemical, fluorescence, OMFP substrate, single point. Serine/threonine-protein phosphatase PP1-alpha catalytic subunit (Homo sapiens), P62136. purified PP1alpha. inhibition, % at 6.7 µM. 320,000 tested, 0.9% active;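 active = inhibition above the mean inhibition of all tested compounds plus 3 SD, computed separately for each screening campaign, cut at about 15% in these data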
Target sequence (P62136 whole entry, looked up): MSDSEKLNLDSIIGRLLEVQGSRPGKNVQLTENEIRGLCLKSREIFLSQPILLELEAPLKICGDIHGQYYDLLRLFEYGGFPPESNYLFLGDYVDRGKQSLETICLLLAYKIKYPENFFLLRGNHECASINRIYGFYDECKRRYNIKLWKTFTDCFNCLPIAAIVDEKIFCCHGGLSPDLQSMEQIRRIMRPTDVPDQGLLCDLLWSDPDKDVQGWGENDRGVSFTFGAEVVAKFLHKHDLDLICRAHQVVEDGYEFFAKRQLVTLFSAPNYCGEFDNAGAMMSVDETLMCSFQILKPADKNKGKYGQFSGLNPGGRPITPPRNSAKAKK
Efflux pump mplx: inhibitors of Candida efflux pumps in yeast, primary screen, S. cerevisiae, Nile Red, multiplex; S. cerevisiae Candida pump triplex; 330,000 tested, 0.44% active; inhibition, % at 10 µM;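 active = plate passing quality check with inhibition over a set limit, or well fluorescence over plate mean plus 4 SD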;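 note: Nile Red retained in pooled yeast measured as flow cytometry median fluorescence; 0% = buffer negative control and 100% = Enniatin B positive control; higher means more Nile Red kept so more efflux inhibition; some compounds called inactive have numbers as strong as hits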
ZTA DNA inh: ZTA (EBV) inhibition in EBNA-1 counter-screen. 320,000 tested, 0.15% active. ZTA-DNA binding, fluorescence polarization. inhibition, % at 11 µM. P03206; in the data active = inhibition above about 33%
Target sequence (P03206 whole entry, looked up): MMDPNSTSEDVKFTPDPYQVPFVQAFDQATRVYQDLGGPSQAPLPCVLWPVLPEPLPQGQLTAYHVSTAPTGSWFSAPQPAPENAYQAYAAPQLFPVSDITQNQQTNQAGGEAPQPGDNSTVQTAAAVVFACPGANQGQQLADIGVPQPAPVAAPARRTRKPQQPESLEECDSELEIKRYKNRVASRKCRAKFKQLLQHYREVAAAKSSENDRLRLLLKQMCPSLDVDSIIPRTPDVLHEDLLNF
The depositor's hits bear a star; x = not tested or not shown. A portion of the library (hit frequency here may not be typical).

Molecule | CTSL1 counter | PREPL inh | TPT1 inhibitor | PP5 primary | EBNA-1 inh | core dimer inh | PP1 counter | Efflux pump mplx | ZTA DNA inh
Nc1ccc2c(c1)Cc1cc([N+](=O)[O-])ccc1-2 | 2 | 21 | 53* | 4.5 | -4 | -12 | 0 | -0.1 | -20
Cn1c(SCC(=O)N2CCCCC2)nc2c([nH]c3ccccc32)c1=O | 4 | 2 | 0 | 0.8 | 12 | -1 | -3 | 0.0 | -1
CC(=O)c1ccc(S(=O)(=O)NC2CC(=O)N(c3ccc4c(c3)OCCO4)C2)cc1 (centres undefined) | 3 | -2 | 0 | 0.0 | 1 | 1 | -2 | 0.0 | -1
COc1ccc(S(=O)(=O)N2CCOC2CNC(=O)C(=O)NCCc2ccc(OC)c(OC)c2)cc1C (centres undefined) | -4 | 9 | -1 | 0.0 | -5 | -3 | -1 | 0.3 | 3
CCCCCC(=O)N1CCCCC1 | -1 | 23 | -4 | -0.8 | 7 | -12 | -2 | -0.1 | -6
CCCCN(C(=O)C(C)N1C(=O)c2ccccc2C1=O)c1c(N)n(CC(C)C)c(=O)[nH]c1=O (centres undefined) | x | 9 | x | 2.3 | x | x | 2 | 0.2 | 10
Cc1ccc(S(=O)(=O)N(C)C)cc1NC(=O)COC(=O)Cc1ccccc1F | -9 | 1 | 1 | 0.8 | 0 | -2 | 0 | -0.1 | -7
COc1ccc(/C=C2\SC(=S)N(C(C)C(=O)NC3C=CS(=O)(=O)C3)C2=O)cc1 (centres undefined) | -2 | 5 | 2 | 0.4 | -1 | 12 | 0 | 0.1 | 6
CCOC(=O)Cc1csc(NC(=O)c2ccc3c(c2)OCO3)n1 | 0 | -12 | -2 | 1.2 | -4 | -1 | 0 | -0.1 | 3
CC1=NN(c2ccccc2)C(=O)/C1=C\c1ccc(Br)s1 | -4 | -3 | 0 | 2.1 | 4 | 15 | 15 | 0.0 | 17
COc1ccc2oc(=O)c(C(=O)N3CCN(c4ccccc4F)CC3)cc2c1 | 1 | -6 | 2 | 0.8 | 2 | 6 | 1 | 0.0 | 5
COc1ccc(-c2csc3ncnc(NCCN4CCOCC4)c23)cc1 | 1 | 4 | -1 | -0.3 | 2 | 2 | -2 | -0.3 | -3
CCCCOc1cc(CC2CNC(=O)N2)ccc1OC (centres undefined) | 1 | -8 | -3 | 0.9 | 9 | 15 | -3 | -0.1 | -5
CCCCCN(C(=O)NC(=O)Nn1cnnc1)S(C)(=O)=O | -1 | 9 | 0 | 1.4 | 7 | -5 | -1 | 0.0 | 6
O=C1CC2(CCN(C(=O)COc3ccccc3F)CC2)Oc2ccccc21 | 2 | -6 | -1 | 1.4 | 3 | -2 | -2 | -0.2 | 0
COc1ccc(OC)c(C2NC(=O)c3sc(=S)n(-c4ccccc4)c3N2)c1 (centres undefined) | 1 | 6 | 3 | 0.7 | -6 | 1 | 4 | 0.2 | -6
O=C(NC1CCCC1)C(c1cc2c(cc1[N+](=O)[O-])OCO2)N1CCCC1 (centres undefined) | 4 | -1 | 0 | -0.8 | 1 | 8 | 0 | 0.0 | 9
O=C(Nc1ccccc1)NC1CCN(CCCN2C(=O)c3ccccc3C2=O)CC1 | -2 | 16 | 2 | 1.1 | -1 | -6 | -3 | 0.2 | -15
Clc1ccc(CSc2ccc(-c3ccco3)nn2)cc1 | -2 | 9 | 1 | -1.1 | -13 | 7 | -1 | 0.8 | -8
COc1ccccc1NC(=O)Cn1c(CCC(=O)O)ccc1-c1ccccc1 | 1 | -4 | 1 | 4.7 | -1 | 6 | -4 | 0.1 | -8
O=C(CSc1nnc(-c2cccnc2)n1Cc1ccccc1)N1CCOCC1 | 0 | 4 | 1 | 2.0 | -5 | -7 | 6 | 0.0 | -1
Cc1nnc(NC(=O)CSc2nnc(-c3ccc(S(=O)(=O)N4CCCC4)cc3)n2C)s1 | -1 | 5 | -1 | -2.0 | 4 | 0 | -1 | -0.1 | 4
O=C1NC(c2ccco2)Nc2ccccc21 (centres undefined) | -2 | -1 | 1 | 0.5 | 1 | -8 | -1 | -0.1 | -3
CCCCOc1ccc(C(=O)N2CCN(CC(=O)Nc3ccc(C)cc3)CC2)cc1OC | -3 | 4 | 0 | 3.0 | 0 | 10 | 0 | 0.0 | 11
COc1ccc(CN(C(=O)CSc2nnc(-c3ccccc3F)o2)c2ccc(F)cc2)cc1 | 3 | 4 | -2 | 5.4 | -1 | -1 | 9 | 0.2 | 10
Cc1ccccc1CSc1nnc(NC(=O)Cc2cccs2)s1 | -1 | -4 | 4 | 0.5 | 5 | 40 | 1 | 0.0 | -16
COC(=O)c1c(C(=O)OC)c(-c2cccc(F)c2)n2c1CS(=O)(=O)C2 | 2 | 4 | -1 | -1.0 | 11 | 5 | -2 | -0.1 | 9
O=C(COc1ccc(F)cc1Cl)Nc1nc(-c2ccccn2)cs1 | 2 | 16 | 4 | 1.3 | -9 | -1 | 42* | 0.2 | -1
O=C(Nc1cccc(CCc2ccccn2)c1)c1cc(F)c(F)cc1Cl | -4 | -2 | -5 | 2.2 | 0 | -8 | -1 | -0.2 | -31
COc1ccccc1N(C)S(=O)(=O)c1ccc(Cl)c(C(=O)NC2=NCCS2)c1 | -1 | -7 | 2 | 0.8 | 6 | 1 | -2 | 0.0 | 5
CCCn1c(SCC(=O)NCCc2ccc(OC)c(OC)c2)nc2c1c(=O)n(C)c(=O)n2C | 1 | -3 | -5 | -0.1 | -1 | 0 | 1 | -0.1 | -2
COc1ccc(S(=O)(=O)N(CC(=O)NCC2CCCO2)Cc2ccccc2)cc1 (centres undefined) | 0 | -5 | 0 | -1.2 | 0 | 1 | 0 | -0.1 | 10
CCC(C)(C)n1nnnc1C(c1cc2cc3c(cc2[nH]c1=O)OCO3)N1CCN(C)CC1 (centres undefined) | 2 | 7 | 2 | 0.5 | 10 | 3 | -4 | -0.3 | 4
CCOC(=O)N1CCC(Nc2c(NCCN3CCN(c4cccc(Cl)c4)CC3)c(=O)c2=O)CC1 | 2 | 6 | -2 | 0.4 | 5 | -2 | 2 | 0.3 | 17
CSc1nc2c(c(-c3ccccc3)c1C#N)CCC2 | 1 | 4 | 0 | 4.0 | -13 | 2 | -1 | 0.2 | -4
CCc1noc(C)c1C(=O)N1CCCC(N2CCN(c3ccccc3F)CC2)C1 (centres undefined) | 0 | 17 | -1 | -0.8 | 1 | -5 | -2 | 0.2 | -4

Ordered by length of the SMILES (rising): some entries from above.
Molecule | CTSL1 counter | PREPL inh | TPT1 inhibitor | PP5 primary | EBNA-1 inh | core dimer inh | PP1 counter | Efflux pump mplx | ZTA DNA inh
O=C(Nc1cccc(CCc2ccccn2)c1)c1cc(F)c(F)cc1Cl | -4 | -2 | -5 | 2.2 | 0 | -8 | -1 | -0.2 | -31
Cc1nnc(NC(=O)CSc2nnc(-c3ccc(S(=O)(=O)N4CCCC4)cc3)n2C)s1 | -1 | 5 | -1 | -2.0 | 4 | 0 | -1 | -0.1 | 4
CCOC(=O)N1CCC(Nc2c(NCCN3CCN(c4cccc(Cl)c4)CC3)c(=O)c2=O)CC1 | 2 | 6 | -2 | 0.4 | 5 | -2 | 2 | 0.3 | 17

Next entries
Molecule | CTSL1 counter | PREPL inh | TPT1 inhibitor | PP5 primary | EBNA-1 inh | core dimer inh | PP1 counter | Efflux pump mplx | ZTA DNA inh
O=C(CN1C(=O)c2ccc([N+](=O)[O-])cc2C1=O)Nc1ccccc1N1CCCC1 | -1 | 4 | 1 | -0.3 | -7 | 1 | -6 | -0.1 | 3
O=C(Nc1ccc(N2CCN(C(=O)c3cccs3)CC2)cc1)c1ccccc1Cl | 1 | 7 | 1 | 3.0 | -1 | 2 | 1 | 0.0 | 6
COC(=O)C1=C(C(=O)OC)[C@@H]2N(C)c3ccccc3[C@@]23C[C@@H](C(=O)OC)N(C(=O)c2ccco2)C3=N1 | -6 | -4 | -3 | 2.1 | -8 | 12 | -4 | x | -21
CC(C)(C)c1ccc(C(=O)Nc2ccccc2Cl)cc1 | -1 | -5 | 4 | -1.9 | 1 | -2 | 3 | 0.0 | 10
CC(=O)c1cccc(NC(=O)c2cc(-c3ccc(F)cc3)on2)c1 | 2 | 3 | -1 | -0.1 | -5 | 30 | 1 | -0.6 | 23
S=C(NCCC1=CCCCC1)NCc1ccco1 | 2 | 6 | -1 | 3.5 | -12 | -1 | 0 | 0.6 | 6
CCCc1nnc(NC(=O)Cn2cnc3ccccc3c2=O)s1 | -1 | 11 | -1 | 2.1 | 2 | -6 | -2 | 0.0 | -5
C=COCCNC(=O)C1CC(=O)N(c2ccc(C)cc2)C1 (centres undefined) | -1 | -3 | 4 | -0.8 | -2 | -7 | -2 | 0.0 | -13
COC(=O)CNC(=O)c1ccc(OC2CCN(C(=O)C3CC3)CC2)cc1 | 2 | 12 | -2 | 0.0 | 4 | -3 | -4 | -0.1 | -2
CCOC(=O)c1cc(C(=O)NN)c(=O)[nH]c1C | 1 | -1 | 1 | -0.2 | 3 | -1 | -5 | -0.1 | 8
O=C(CCc1nnc2ccc(N3CCC4(CC3)OCCO4)nn12)N1CCCCC1 | -2 | 8 | -5 | -0.3 | -2 | -1 | -2 | 0.1 | -4
CCc1nc(C)cc(N)c1OCc1ccccc1 | -4 | 20 | 2 | 2.0 | -14 | -2 | -6 | 0.3 | -17
Cc1cc(Cl)nc(Cl)c1C(=O)NCCc1ccccc1 | x | 2 | x | -0.9 | x | x | 0 | -0.1 | 2
O=S(=O)(Nc1ccc(Cc2ccncc2)cc1)c1ccc(Cl)c(Cl)c1 | -2 | -9 | 1 | 3.7 | 2 | 3 | 8 | 0.0 | 2
Cc1cc(S(=O)(=O)NCC2CCCO2)c(C)cc1Br (centres undefined) | -3 | -8 | -1 | 0.7 | -4 | -2 | 0 | 0.0 | -6
Cc1ccc(Cc2c(C)nc3nc(SCC(=O)NCCN4CCOCC4)nn3c2C)cc1 | 0 | 0 | 2 | 2.5 | 5 | 1 | -6 | 0.1 | 17
COc1cccc(C(=O)NCC(=O)N/N=C/c2cn[nH]c2-c2ccccc2)c1 | -2 | -9 | -1 | 0.6 | 11 | 1 | 3 | -0.2 | -5
O=C(Oc1ccc(C(=S)N2CCOCC2)cc1)c1cccc([N+](=O)[O-])c1 | -1 | 7 | -4 | 2.3 | 12 | 1 | 2 | 0.0 | -3
COc1ccc(NC(=O)c2cc(S(=O)(=O)N3CCS(=O)(=O)CC3)ccc2Cl)cc1 | -2 | -5 | -2 | -0.7 | -5 | -9 | -2 | 0.1 | -4
CCN(CC)c1ccc(S(=O)(=O)N2CCOCC2)cc1NC(=O)CSc1cccc[n+]1[O-] | -1 | 12 | -1 | 1.6 | -3 | 2 | 1 | 0.1 | 8
OCCN(Cc1ccccc1)CC(O)COc1ccc(-c2ccccc2)cc1 (centres undefined) | 9 | 27 | 0 | 1.9 | 2 | 2 | 4 | 0.2 | -11
Oc1ccc(Br)cc1CN1CCCCCCC1 | -2 | 5 | -1 | 2.6 | -6 | 4 | -5 | 0.2 | -2
Cc1ccc(S(=O)(=O)Cn2nnnc2CN2CCN(C(=O)c3ccco3)CC2)cc1 | -2 | -10 | -1 | 1.6 | 3 | -1 | 0 | -0.1 | 9
CC(C)(C)NC(=O)c1nn2c(C(F)(F)F)cc(-c3ccccc3)nc2c1Br | -1 | 2 | 1 | 2.2 | -20 | 3 | -5 | 0.1 | -26
